Bioassay records deposited in PubChem BioAssay by The Scripps Research Institute Molecular Screening Center.
OXTR potentiate: potentiates the human oxytocin receptor response; P30559; CHO-OTR cells, Fluo-8 calcium fluorescence, potentiator mode; 0% = oxytocin EC15, 100% = EC100; activation, % at 3 µM; 320,000 tested, 0.061% active;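 active means activation above that plate's cutoff, the mean activation of tested compounds plus 3 SD, cut at about 6.6% in these data, passing the limit was not always enough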;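 further: 100% uses oxytocin at 75 nM as the full agonist control; some results filed as inactive read as strong as hits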
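Dosing: Single dose, 3.0 µM nominal final compound concentration | Material: Human OTR in CHO cells | Technique: Kinetic Fluo-8 calcium fluorescence | Benchmarks: EC15 oxytocin alone as 0%, 75 nM oxytocin as 100% | Probe or stimulus: Oxytocin at about EC15, sub-maximal agonist stimulus | Incubation: Compound 6 min at room temperature before oxytocin, 100 s read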
TAAR1 antag: antagonists of human TAAR1. Q96RJ0. CHO RD-HGA16 TAAR1, Fluo-8 calcium fluorescence, antagonist. inhibition, % at 3 µM. 360,000 tested, 1.5% active;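 active means inhibition above a per-plate cutoff, the mean inhibition of test compounds on that plate plus 3 SD, cut at about 49% in these data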;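 further: 0% = DMSO plus EC80 beta-PEA response and 100% = DMSO alone without agonist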
Target sequence (Q96RJ0 whole entry, looked up): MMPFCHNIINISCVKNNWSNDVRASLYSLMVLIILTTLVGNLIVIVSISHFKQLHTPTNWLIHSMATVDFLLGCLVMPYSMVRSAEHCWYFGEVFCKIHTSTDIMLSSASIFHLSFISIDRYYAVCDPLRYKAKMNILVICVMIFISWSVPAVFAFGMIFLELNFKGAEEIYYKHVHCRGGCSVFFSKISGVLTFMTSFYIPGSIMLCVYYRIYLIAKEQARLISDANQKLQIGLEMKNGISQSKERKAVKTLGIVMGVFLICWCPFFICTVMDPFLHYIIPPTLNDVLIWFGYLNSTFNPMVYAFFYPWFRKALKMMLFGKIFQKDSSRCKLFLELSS
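System: CHO RD-HGA16 cells bearing hTAAR1. Reagent: EC80 β-phenethylamine stimulus. Schedule: seeding 17-24 h prior, 75-min 37 °C, 30-min RT dye loading. Signal: Fluo-8 intracellular calcium dye fluorescence, real-time kinetic reads. Read-out: % inhibition from peak post-agonist over basal fluorescence ratio. Benchmarks: vehicle wells and EC80 agonist wells. Replicates: n of 1.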
TAAR1 ag: human TAAR1 agonism. activation, % at 3 µM. 360,000 tested, 0.99% active. AID 624467. CHO RD-HGA16 TAAR1, Fluo-8 calcium fluorescence; vehicle wells 0%, saturating PEA agonist 100%;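 active means activation above the mean activation of all test compounds in the run plus 3 SD, cut at about 38% in these data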
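Assay system: CHO-derived RD-HGA16 cells with stable Gα16 and human TAAR1; timing: 17-24 h seeding, 75 min 37 °C dye, 30 min RT; read-out: % activation from peak over basal fluorescence ratio, DMSO-to-PEA scaled; measured by: kinetic Fluo-8 calcium fluorescence; benchmarks: low control DMSO, high control PEA (EC100); doses: 3 µM single concentration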
CHO-K1 Ca ag: nonselective activator or artifact in parental CHO-K1 cells | Fluo-8 calcium fluorescence; scaled to maximal ATP response, vehicle zero | activation, % at 3 µM | 360,000 tested, 0.48% active; in the data active means activation above about 15%;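 further: untransfected CHO-K1 host cells lacking M1 receptor as counterscreen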
CHO parental Ca: counter-screen: ATP calcium response change in parental CHO cells; parental CHO-K1, ATP-induced calcium, Fluo-8 fluorescence; inhibition, % at 5.6 µM; 330,000 tested, 0.63% active; AID 463079;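 active means inhibition above that plate's mean sample inhibition plus 3 SD, cut at about 26% in these data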;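 further: 0% = ATP-challenged DMSO wells and 100% = DMSO wells without ATP; some compounds past the cut are filed as inactive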
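Measured by: calcium-sensitive Fluo-8 fluorescence / Test system: CHO parental line / Controls: ATP-challenged DMSO wells low, unchallenged DMSO wells high / Measure: % inhibition / Compound: single nominal dose of 5.6 µM per compound / Replicates: single well per compound, no replicates / Reagent: ATP as calcium-mobilizing challenge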
V1aR counter: counter-screen for oxytocin receptor agonists: human V1a receptor agonists; activation, % at 3 µM; 320,000 tested, 0.25% active; P37288; CHO-V1R cells, Fluo-8 calcium fluorescence, agonist mode; 0% DMSO, 100% 3 nM vasopressin; AID 2797;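 active means activation above the mean activation of all tested compounds plus 3 SD, per screening run, cut at about 20% in these data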;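 further: signal is peak over basal fluorescence ratio across a 100 second FLIPR read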
Target sequence (P37288 whole entry, looked up): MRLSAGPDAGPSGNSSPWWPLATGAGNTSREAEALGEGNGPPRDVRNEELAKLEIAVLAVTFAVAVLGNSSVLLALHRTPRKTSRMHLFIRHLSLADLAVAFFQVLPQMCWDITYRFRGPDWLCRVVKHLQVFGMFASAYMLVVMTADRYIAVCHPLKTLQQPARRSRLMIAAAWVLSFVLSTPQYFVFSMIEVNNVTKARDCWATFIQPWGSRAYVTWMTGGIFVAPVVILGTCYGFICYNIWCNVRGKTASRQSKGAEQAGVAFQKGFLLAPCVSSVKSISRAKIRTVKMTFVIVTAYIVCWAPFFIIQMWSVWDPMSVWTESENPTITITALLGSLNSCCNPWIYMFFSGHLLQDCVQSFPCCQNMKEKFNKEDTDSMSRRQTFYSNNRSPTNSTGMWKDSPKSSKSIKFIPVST
M1 PAM parental: nonselective activator or artifact in parental CHO-K1 calcium assay. ATP EC20, Fluo-8 calcium fluorescence; 0% at ATP EC20, 100% at ATP max. activation, % at 3 µM. 360,000 tested, 0.02% active;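 active means activation above the run cutoff, the mean activation of all test compounds plus 3 SD, cut at about 40% in these data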;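 further: peak over basal fluorescence ratio in a 140 s read after ATP addition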
CHRM1 agonist: agonists of human M1 muscarinic receptor. CHO-K1 hM1, Fluo-8 calcium fluorescence, agonist mode; 0% DMSO, 100% acetylcholine EC100. AID 588814. P11229. 360,000 tested, 0.33% active. activation, % at 3 µM;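 active means activation above the run's mean compound activation plus 3 SD, cut at about 16% in these data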;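 further: peak over basal fluorescence ratio within a 140 s kinetic read after compound addition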
CHO-K1 Ca antag: counter-screen for M1 antagonists: effect in parental CHO-K1 cells; inhibition, % at 3 µM; ATP-induced calcium, Fluo-8 fluorescence; AID 602250; 360,000 tested, 0.6% active;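 active means inhibition above a per-plate cutoff, the plate's mean sample inhibition plus 3 SD, cut at about 24% in these data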;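 further: 0% = DMSO plus EC80 ATP and 100% = DMSO alone without ATP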
* marks the source's active call; other numbers are inactive results; . = not tested or not shown.

SMILES	OXTR potentiate	TAAR1 antag	TAAR1 ag	CHO-K1 Ca ag	CHO parental Ca	V1aR counter	M1 PAM parental	CHRM1 agonist	CHO-K1 Ca antag
CCCN1CCN(CCCNC(=O)c2ccc(CS(=O)c3ccccc3C)o2)CC1 (configuration not stated)	3	-27	17	-0.1	-3	2.0	11	-4	-14
O=C(CCl)N(Cc1cc(=O)[nH]c2ccccc12)c1ccccc1	-1	-2	0	1.1	-2	-0.1	10	-10	-16
COc1ccc(C(=O)NCCCN2CCOCC2)cc1OC	-2	-14	9	-0.2	-14	1.2	-3	-1	11
C/C(CC(=O)Nc1ccc2c(c1)OCCO2)=N\NC(=O)COc1ccc(C)cc1Br	-10	-8	3	0.1	-26	-0.6	-10	-4	2
COc1ccc(CNC(=O)CN2C(=O)C(c3ccccc3)Oc3cccnc32)cc1 (configuration not stated)	-3	6	6	1.8	-7	4.3	-6	0	22
COc1ccc(N2CCN(c3nc(NC(C)(C)C)nc(N4CCCCC4)n3)CC2)cc1	-16	-13	4	0.3	-12	0.2	13	-5	-7
C=C(C)CNC(=S)N/N=C/c1c(F)cccc1F	-4	10	7	2.0	-11	-0.4	25	-12	-13
COc1ccccc1-c1nc(SCc2ccccn2)n[nH]1	-2	6	4	0.3	-13	0.9	1	-2	-3
COC(=O)C1CN(C(=O)C(C)Oc2ccccc2F)c2ccccc2O1 (configuration not stated)	-10	7	-2	1.9	-4	-0.6	15	-6	-9
CCN(CC(=O)NCc1cccs1)S(=O)(=O)c1cccc(Br)c1	1	-6	3	0.5	-16	0.5	6	-3	-2
Cc1ccc(NC(=O)CCNC(=O)c2ccco2)cc1F	-16	-2	4	2.1	-2	-1.1	4	-6	-7
O=C(NC1=NCCS1)c1cccc(N2C(=O)c3ccccc3C2=O)c1	-5	15	2	1.2	-4	-0.1	20	-1	-17
Cc1noc(NS(=O)(=O)c2ccc(NC(=O)c3cnc4n(c3=O)CCS4)cc2)c1C	-4	18	4	0.7	-10	1.9	19	-4	-6
O=C(NCC1CC1)C1Cc2c(-c3cccc(F)c3)ccnc2O1 (configuration not stated)	.	0	0	0.0	.	.	-11	3	5
CC(C)OC(=O)NS(=O)(=O)c1cccc([N+](=O)[O-])c1	-9	2	9	2.5	-1	-0.2	11	-3	-7
CCCSc1nnc(N2C(=O)CC(c3ccsc3)C3=C2CCCC3=O)s1 (configuration not stated)	-12	-6	-2	0.8	-19	0.2	3	-4	-12
CCCCSCCCNC(=O)c1ccc(CS(=O)(=O)c2ccc(OC)cc2)o1	-15	4	2	4.0	-22	2.5	-1	-4	-3
Cc1nc(NC(=O)CSc2cc(C)c3ccccc3n2)c(Cl)cc1Cl	-4	2	1	-0.3	-31	-1.3	4	-4	3
CC(C)Cn1c(Br)nc2c1c(=O)n(CCC#N)c(=O)n2C	4	13	2	0.6	-7	1.6	-8	-3	17
Cc1ccc(C(=O)CCC(=O)Nc2cccnc2)cc1C	1	-9	0	0.0	-16	-0.6	3	-5	-7
CCOC(=O)CCCCCC(=O)Nc1ccc2c(c1)C(=O)N([C@H](C)CO)C[C@H](C)[C@@H](CN(C)S(C)(=O)=O)OCCCC[C@@H](C)O2	.	-6	0	0.3	.	.	26	-7	-10
COc1ccc(CN2CCOCC2)cc1OC	1	-21	5	0.0	-4	-0.1	16	-4	-8
c1ccc(Cn2c(SCc3nc4ccccc4s3)nnc2-c2ccco2)cc1	-17	41	17	1.4	-26	4.8	5	-2	-1
NC1=NC2(CCCCC2)N(c2cccc(Cl)c2)C(N)=N1	-1	-10	4	-0.1	-2	1.0	5	-7	-5

A portion from the list above:
SMILES	OXTR potentiate	TAAR1 antag	TAAR1 ag	CHO-K1 Ca ag	CHO parental Ca	V1aR counter	M1 PAM parental	CHRM1 agonist	CHO-K1 Ca antag
CCCN1CCN(CCCNC(=O)c2ccc(CS(=O)c3ccccc3C)o2)CC1 (configuration not stated)	3	-27	17	-0.1	-3	2.0	11	-4	-14
O=C(CCl)N(Cc1cc(=O)[nH]c2ccccc12)c1ccccc1	-1	-2	0	1.1	-2	-0.1	10	-10	-16

More compounds follow:
SMILES	OXTR potentiate	TAAR1 antag	TAAR1 ag	CHO-K1 Ca ag	CHO parental Ca	V1aR counter	M1 PAM parental	CHRM1 agonist	CHO-K1 Ca antag
Nc1nc(NCCc2ccccc2)nc(NCCO)c1[N+](=O)[O-]	-8	-11	29	1.3	-14	-0.2	-8	0	-11
CCC(=O)N(Cc1cc2cc(OC)ccc2[nH]c1=O)c1cccc(C)c1	-9	-9	10	0.3	-13	2.4	7	-2	11
CN(Cc1cccc(C(F)(F)F)c1)Cc1nc(-c2cnccn2)no1	-3	-16	-1	0.5	-4	0.2	-5	-5	-16
CCCCNC(=S)Nc1ccc(-c2nc3ccc(C)cc3s2)cc1	-4	12	3	0.6	-7	-0.3	16	-4	-6
COc1ccc(/C(C)=N/Nc2ccc(C(=O)O)cc2)cc1OC	-3	1	0	0.1	1	0.4	7	-3	-4
CC(=O)C12CC(C)=C(C)CC1CC1C3CCC4=CC(=O)CCC4(C)C3CCC12C (configuration not stated)	-4	-35	4	0.5	-7	-0.7	10	-1	-11
Cc1ccc(NC(=O)CN2C(=O)N/C(=C/c3ccccc3OCc3cccc(C(=O)O)c3)C2=O)cc1	-8	-29	-1	-0.2	-8	0.6	-7	1	1
O=C(CC[C@H]1O[C@@H](n2ccc(=O)[nH]c2=O)[C@H](O)[C@@H]1O)N[C@H](Cc1ccccc1)C(=O)NCC1CCCO1 (some centres not stated)	.	-2	0	0.3	.	.	13	0	6
CCNC(=S)N1CCn2cccc2C1c1ccc(F)cc1 (configuration not stated)	-20	5	3	1.2	0	5.2	11	-5	-9
Cc1ccc(N(CCC#N)C(=O)COC(=O)c2cc(C)no2)cc1	-8	-39	4	1.1	-3	0.0	14	-1	-4
CNCC(C)COc1ccccc1OCc1ccccc1 (configuration not stated)	-3	6	1	0.3	-14	1.1	-8	-12	-1
Cc1ccc(S(=O)(=O)N2[C@@H](c3ccc(F)cc3)C(C(=O)O)=CC[C@H]2c2cccs2)cc1	0	-9	2	0.5	-12	0.1	4	-6	-12
Cn1ncc2cc3c(Nc4ccc(Cl)cc4)cccc3nc21	.	3	0	3.1	.	.	12	-9	-8
Cc1ccc2occ(C(c3nnnn3Cc3ccccc3)N3CCOCC3)c(=O)c2c1 (configuration not stated)	-5	-3	2	0.8	-20	-0.3	18	-3	-10
Cc1ccc(C)c(N2CCN(C(c3ccncc3)c3nnnn3Cc3ccccc3)CC2)c1 (configuration not stated)	-6	-12	12	0.0	-15	-0.2	-12	-6	6
CCOc1ccc(CCN2CN(CC)CNC2=S)cc1OCC	4	-6	9	0.3	-24	-0.3	5	0	-4
Cc1cc(C)c(NC(=O)CCCN2CCCC2)c(C)c1	1	-5	-1	0.8	-2	-0.5	4	-6	-12
Cc1ccc(-c2nc3ccc(Cl)cn3c2Cc2cccc(Cl)c2)cc1	.	20	-2	0.1	.	.	10	-5	-18
O=C(O)COc1ccccc1/C=N/NC(=O)c1cc(-c2ccc(F)cc2)nc2ccccc12	4	-7	0	-0.5	-6	1.3	2	-3	-11
CN(C)CCN(Cc1ccccc1)S(=O)(=O)c1csc(C(N)=O)c1	-3	-14	1	0.9	-13	1.4	21	-4	-23
CC1CCCN(c2nc3c(c(=O)n(C)c(=O)n3C)n2CCSc2nc3ccccc3o2)C1 (configuration not stated)	-5	3	10	0.7	-13	-0.8	19	-6	-8
Cc1ccc(C2(C)NC(=O)N(CC(=O)NNC(=O)c3cc(C)oc3C)C2=O)cc1 (configuration not stated)	1	-1	1	-0.1	-8	-0.5	-22	-2	14
CC(=O)Nc1ccc(OCC(O)CN2C(C)(C)CC(O)CC2(C)C)cc1 (configuration not stated)	-9	-13	4	-0.1	6	1.0	15	-6	1
Nc1c(C(=O)c2ccccc2)oc2ccc(Br)cc12	-22	19	20	-0.3	-32	-1.1	-2	-5	3
CCCC(NC(=O)COc1cc2c(c3oc(=O)c(C)c(C)c13)CCC(C)(C)O2)C(=O)O (configuration not stated)	-9	-8	1	0.3	2	0.3	3	-2	2
CCOc1ccc(N2C(=O)CC(Sc3nc(-c4cccs4)cc(C(F)(F)F)c3C#N)C2=O)cc1 (configuration not stated)	-21	1	0	0.5	-14	-0.2	16	-4	-10
COc1cc(CN2C(=S)NC(C)(C)CC2(C)O)cc(OC)c1 (configuration not stated)	0	-19	2	1.9	-2	-0.2	30	-10	-17

Single records (already shown). Order of values: OXTR potentiate	TAAR1 antag	TAAR1 ag	CHO-K1 Ca ag	CHO parental Ca	V1aR counter	M1 PAM parental	CHRM1 agonist	CHO-K1 Ca antag
CN(C)CCN(Cc1ccccc1)S(=O)(=O)c1csc(C(N)=O)c1 is entered as -3	-14	1	0.9	-13	1.4	21	-4	-23
O=C(O)COc1ccccc1/C=N/NC(=O)c1cc(-c2ccc(F)cc2)nc2ccccc12 is entered as 4	-7	0	-0.5	-6	1.3	2	-3	-11
Cc1ccc(C2(C)NC(=O)N(CC(=O)NNC(=O)c3cc(C)oc3C)C2=O)cc1 (configuration not stated) is entered as 1	-1	1	-0.1	-8	-0.5	-22	-2	14
CC(=O)Nc1ccc(OCC(O)CN2C(C)(C)CC(O)CC2(C)C)cc1 (configuration not stated) is entered as -9	-13	4	-0.1	6	1.0	15	-6	1
Cc1cc(C)c(NC(=O)CCCN2CCCC2)c(C)c1 is entered as 1	-5	-1	0.8	-2	-0.5	4	-6	-12
